Source: PubChem
ABCG2 inh: ABCG2 efflux pump inhibitors, primary screen, multiplex with ABCB1, IgMXP3 cells, flow cytometry | Broad substrate specificity ATP-binding cassette transporter ABCG2 (Homo sapiens), Q9UNQ0 | JC-1 efflux | inhibition, % at 6.6 µM | actives 0.1% (n = 190,000) | AID 1325, 2008;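 active = inhibition above 80%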;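 also: 0% = DMSO and 100% = nicardipine control wells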
Target sequence (Q9UNQ0 whole entry, looked up): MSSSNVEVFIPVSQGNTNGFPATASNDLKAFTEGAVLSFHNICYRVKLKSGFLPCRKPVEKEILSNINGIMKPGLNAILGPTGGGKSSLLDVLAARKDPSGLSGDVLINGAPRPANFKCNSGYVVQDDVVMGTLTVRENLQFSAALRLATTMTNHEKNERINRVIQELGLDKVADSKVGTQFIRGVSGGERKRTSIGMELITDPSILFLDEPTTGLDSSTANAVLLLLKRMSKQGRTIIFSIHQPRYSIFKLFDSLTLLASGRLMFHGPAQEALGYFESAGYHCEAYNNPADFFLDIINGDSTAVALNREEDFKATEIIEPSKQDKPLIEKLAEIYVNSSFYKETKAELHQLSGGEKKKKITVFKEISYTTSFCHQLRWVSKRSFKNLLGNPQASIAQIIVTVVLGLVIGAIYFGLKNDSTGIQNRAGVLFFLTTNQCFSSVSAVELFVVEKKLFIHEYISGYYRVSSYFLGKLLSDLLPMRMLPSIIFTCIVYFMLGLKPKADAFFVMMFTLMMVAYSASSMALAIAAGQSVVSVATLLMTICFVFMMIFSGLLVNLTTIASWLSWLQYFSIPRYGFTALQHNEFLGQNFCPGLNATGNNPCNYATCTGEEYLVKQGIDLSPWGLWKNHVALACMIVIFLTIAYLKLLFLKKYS
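Times: 10 min at 25 °C | Test system: Two drug-resistant human cell lines, ABCG2 and ABCB1 | Quantity: 3 million cells/mL final, two lines in 1:1 ratio | Signal: Flow cytometry, 530 nm JC-1 signal | Dosing: Compound at 6.6 µM | Controls: Nicardipine and DMSO wells | Reagent: JC-1 as fluorescent efflux pump substrate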
Bim-Bcl-W: inhibitors of Bim binding to Bcl-W, primary screen, biochemical, multiplexed, bead-based flow cytometry. Bcl-2-like protein 2 (Homo sapiens), Q92843. Bim peptide-Bcl-W binding. inhibition, % at 10 µM. actives 0.02% (n = 190,000);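 also: 0% = bound tracer without compound and 100% = peptide blocker; higher means less fluorescent Bim peptide bound to Bcl-W beads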
Target sequence (Q92843 whole entry, looked up): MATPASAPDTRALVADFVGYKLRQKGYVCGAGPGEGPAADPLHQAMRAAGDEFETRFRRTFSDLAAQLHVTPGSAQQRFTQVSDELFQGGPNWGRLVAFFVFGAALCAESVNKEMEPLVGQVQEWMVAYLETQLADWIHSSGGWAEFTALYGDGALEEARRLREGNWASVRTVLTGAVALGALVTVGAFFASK
ABCB1 block: ABCB1 efflux pump inhibitors, primary screen, cell-based, multiplex, flow cytometry, ABCG2 counter-screen | ATP-dependent translocase ABCB1 (Homo sapiens), P08183 | CCRF-Adr cells, JC-1 efflux | inhibition, % at 6.6 µM | actives 0.067% (n = 190,000); in the data active = inhibition above about 40%;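 also: 0% = vehicle and 100% = reference inhibitor; higher value means more JC-1 retained so stronger ABCB1 efflux block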
RGS7-Gao: RGS7-Galphao binding modulators, primary screen, biochemical, multiplexed bead flow cytometry; Guanine nucleotide-binding protein G(o) subunit alpha (Homo sapiens), P09471; actives lie on both sides; binding response (% of control), % at 10 µM; actives 0.35% (n = 220,000); AID 1439, 2008; in the data active = binding response below about 49% or above about 150%;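 also: fluorescent Galphao held in activated GDP-AlF4 state binding bead-coupled RGS7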
Bim-Bcl-B: inhibitors of Bim-Bcl-B binding, primary screen, biochemical, multiplexed, human Bcl-2 family. Bcl-2-like protein 10 (Homo sapiens), Q9HD36. bead-based flow cytometry, Bim peptide-Bcl-B binding. inhibition, % at 10 µM. actives 0.073% (n = 190,000);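 also: 0% = tracer peptide without compound and 100% = reference inhibitor peptide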
Target sequence (Q9HD36 whole entry, looked up): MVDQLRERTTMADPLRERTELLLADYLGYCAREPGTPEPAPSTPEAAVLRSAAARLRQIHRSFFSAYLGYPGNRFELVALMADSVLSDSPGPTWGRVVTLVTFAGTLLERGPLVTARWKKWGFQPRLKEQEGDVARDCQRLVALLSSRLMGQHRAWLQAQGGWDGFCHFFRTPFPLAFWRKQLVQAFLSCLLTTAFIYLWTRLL
GSH fluor: compound fluorescence on glutathione beads, profiling panel, artefact control, biophysical, 488/530 nm, flow cytometry. GSH beads flow cytometry, compound fluorescence 488/530 nm; stronger effect = higher value. fluorescence (KMESF) at 10 µM. AID 1776, 2009. actives 0.25% (n = 190,000); in the data active = fluorescence above about 89;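 also: glutathione beads carrying GST-tagged Bcl family fusion proteins plus one bare bead set; values are compound well signal with DMSO vehicle wells as background; inactives centre near 16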
Bcl-XL Bim block: inhibitors of Bim-Bcl-XL binding, primary screen, biochemical, multiplexed, bead flow cytometry, human Bcl-XL; Bim peptide-Bcl-XL binding, fluorescence; Bcl-2-like protein 1 (Homo sapiens), Q07817; actives 0.04% (n = 190,000); inhibition, % at 10 µM
Bim-Bfl-1: inhibitors of Bim binding to Bfl-1, primary screen, biochemical, multiplexed, bead-based flow cytometry | actives 0.12% (n = 190,000) | AID 1008, 2008 | Bcl-2-related protein A1 (Homo sapiens), Q16548 | Bim-Bfl-1 binding inhibition | inhibition, % at 10 µM;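 also: 0% = wells without compound plus tracer and 100% = blocker peptide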
Avidin bead fluor: green autofluorescence of compounds with avidin beads – biophysical, 488/530 nm, flow cytometry, artefact control, profiling panel; compound fluorescence 488/530 nm; stronger effect = higher value; fluorescence (KMESF) at 10 µM; AID 1775, 2009; actives 0.38% (n = 220,000); in the data active = fluorescence above about 47; also: inactives centre near 10
RGS4-Gao reg: modulators of RGS4 binding to Galphao, primary screen, biochemical, multiplexed bead flow cytometry. Guanine nucleotide-binding protein G(o) subunit alpha (Homo sapiens), P09471. actives lie on both sides. binding response (% of control), % at 10 µM. actives 0.33% (n = 220,000). AID 1415, 2008; in the data active = binding response below about 49% or above about 150%; inactive = in between;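 also: fluorescent Galphao activated with aluminum fluoride binding bead-coupled RGS4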
Bcl-2 Bim block: inhibitors of Bim-Bcl-2 binding, primary screen, biochemical, multiplexed, human Bcl-2 family; Bead-based flow cytometry, Bim peptide-Bcl-2 binding; Apoptosis regulator Bcl-2 (Homo sapiens), P10415; AID 950, 2007; inhibition, % at 10 µM; actives 0.06% (n = 190,000); in the data active = inhibition above about 40%;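 also: 0% = no compound wells with probe peptide and 100% = reference peptide inhibitor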
An asterisk follows results filed as active. Rule as the data show it, unless noted: active = inhibition above about 40%.

COCCNc1ccc(N2C(=O)CCCC2=O)cc1[N+](=O)[O-] was read as ABCG2 inh 1, Bim-Bcl-W 2, ABCB1 block 0.2, RGS7-Gao 103, Bim-Bcl-B 0, GSH fluor 21, Bcl-XL Bim block 2, Bim-Bfl-1 1, Avidin bead fluor 14, RGS4-Gao reg 104 and Bcl-2 Bim block 0.
O=C(NCc1cccnc1)c1ccc(-c2cc(Cl)ccc2Cl)o1 was read as ABCG2 inh 3, Bim-Bcl-W -4, ABCB1 block 0.8, RGS7-Gao 101, Bim-Bcl-B -6, GSH fluor 26, Bcl-XL Bim block -4, Bim-Bfl-1 -4, Avidin bead fluor 11, RGS4-Gao reg 101 and Bcl-2 Bim block -2.
For Cc1cccn2c(Nc3ccccc3)c(-c3ccccn3)nc12 the results were ABCG2 inh 11, Bim-Bcl-W 0, ABCB1 block 0.3, RGS7-Gao 100, Bim-Bcl-B 0, GSH fluor 25, Bcl-XL Bim block 1, Bim-Bfl-1 6, Avidin bead fluor 8, RGS4-Gao reg 99 and Bcl-2 Bim block -3.
O=C(CCN1CCOCC1)NNC(=S)NC(=O)c1ccccc1 was read as ABCG2 inh 5, Bim-Bcl-W 0, ABCB1 block 1.3, RGS7-Gao 107, Bim-Bcl-B -25, GSH fluor 19, Bcl-XL Bim block -5, Bim-Bfl-1 0, Avidin bead fluor 10, RGS4-Gao reg 102 and Bcl-2 Bim block 0.
For CCC(CC)C(=O)NCCc1ccc(S(N)(=O)=O)cc1 the results were ABCG2 inh 2, Bim-Bcl-W 0, ABCB1 block 0.4, RGS7-Gao 107, Bim-Bcl-B -6, GSH fluor 16, Bcl-XL Bim block -7, Bim-Bfl-1 -12, Avidin bead fluor 8, RGS4-Gao reg 108 and Bcl-2 Bim block -11.
CCc1nnc(NC(=O)CCNC(=O)c2ccccc2Cl)s1 was read as ABCG2 inh 12, Bim-Bcl-W 0, ABCB1 block 1.1, RGS7-Gao 99, Bim-Bcl-B -3, GSH fluor 10, Bcl-XL Bim block 1, Bim-Bfl-1 1, Avidin bead fluor 12, RGS4-Gao reg 100 and Bcl-2 Bim block 3.
CC(CCc1ccccc1)NC(=O)c1ccccc1 (stereo unspecified) was read as ABCG2 inh 5, Bim-Bcl-W -1, ABCB1 block 1.1, RGS7-Gao 102, Bim-Bcl-B 0, GSH fluor 17, Bcl-XL Bim block -3, Bim-Bfl-1 -2, Avidin bead fluor 31, RGS4-Gao reg 100 and Bcl-2 Bim block 0.
`O=C(NCc1ccccn1)c1cc(-c2ccc(-c3ccccc3)cc2)nc2ccccc12` gave ABCG2 inh 0, Bim-Bcl-W -6, ABCB1 block 0.9, RGS7-Gao 99, Bim-Bcl-B -20, GSH fluor 16, Bcl-XL Bim block -8, Bim-Bfl-1 -13, Avidin bead fluor 6, RGS4-Gao reg 100 and Bcl-2 Bim block -8.
`O=C(c1cccc(C(F)(F)F)c1)C1CCCN(Cc2cccn2-c2ncccn2)C1` (stereo unspecified) gave ABCG2 inh 2, Bim-Bcl-W -3, ABCB1 block 1.5, RGS7-Gao 100, Bim-Bcl-B -4, GSH fluor 10, Bcl-XL Bim block -2, Bim-Bfl-1 -5, Avidin bead fluor 3, RGS4-Gao reg 101 and Bcl-2 Bim block -2.
Screening COc1ccc(N(CC(=O)Nc2ccc3c(c2)OCCO3)S(C)(=O)=O)c(OC)c1 returned ABCG2 inh 18, Bim-Bcl-W 0, ABCB1 block 1.3, RGS7-Gao 98, Bim-Bcl-B -7, GSH fluor 19, Bcl-XL Bim block -6, Bim-Bfl-1 -12, Avidin bead fluor 31, RGS4-Gao reg 102 and Bcl-2 Bim block -2.
CCCn1c(SCC(=O)c2c(C)[nH]c(C)c2C(=O)OCC)nc2ccccc21 was read as ABCG2 inh 36, Bim-Bcl-W -5, ABCB1 block 8.6, RGS7-Gao 105, Bim-Bcl-B -10, GSH fluor 7, Bcl-XL Bim block -7, Bim-Bfl-1 -2, Avidin bead fluor 16, RGS4-Gao reg 103 and Bcl-2 Bim block -3.
`Cc1ccc(S(=O)(=O)C2(C(=O)N3CCCCC3C)CC2)cc1` (stereo unspecified) gave ABCG2 inh 1, Bim-Bcl-W 5, ABCB1 block 0.2, RGS7-Gao 101, Bim-Bcl-B -6, GSH fluor 40, Bcl-XL Bim block -1, Bim-Bfl-1 -12, Avidin bead fluor 5, RGS4-Gao reg 100 and Bcl-2 Bim block -7.
`O=C(CS(=O)(=O)c1ccccc1)Nc1ccc(S(=O)(=O)Nc2ncccn2)cc1` gave ABCG2 inh 0, Bim-Bcl-W -3, ABCB1 block -0.1, RGS7-Gao 35*, Bim-Bcl-B -6, GSH fluor 9, Bcl-XL Bim block -3, Bim-Bfl-1 -7, Avidin bead fluor 13, RGS4-Gao reg 35* and Bcl-2 Bim block -3.
Screening CCOC(=O)C1CCN(S(=O)(=O)Cc2ccccc2)C1=O (stereo unspecified) returned ABCG2 inh -2, Bim-Bcl-W -1, ABCB1 block -0.7, RGS7-Gao 88, Bim-Bcl-B 2, GSH fluor 5, Bcl-XL Bim block 2, Bim-Bfl-1 -1, Avidin bead fluor 9, RGS4-Gao reg 100 and Bcl-2 Bim block -1.
`CC(=O)NNC1=Nc2ccccc2N(C)C(C)C1` (stereo unspecified) gave ABCG2 inh 4, Bim-Bcl-W -3, ABCB1 block 0.9, RGS7-Gao 102, Bim-Bcl-B -4, GSH fluor 11, Bcl-XL Bim block -6, Bim-Bfl-1 -3, Avidin bead fluor 3, RGS4-Gao reg 101 and Bcl-2 Bim block 0.
O=C(CC1NC(=O)NC1=O)Nc1ccc(Cl)cc1 (stereo unspecified) was read as ABCG2 inh 0, Bim-Bcl-W -2, ABCB1 block 0.3, RGS7-Gao 112, Bim-Bcl-B -2, GSH fluor 11, Bcl-XL Bim block -1, Bim-Bfl-1 -3, Avidin bead fluor 18, RGS4-Gao reg 103 and Bcl-2 Bim block -1.
`CCOC(=O)C1=C(C)OC(N)=C(C#N)C1c1ccc(C)o1` (stereo unspecified) gave ABCG2 inh 10, Bim-Bcl-W -5, ABCB1 block 0.1, RGS7-Gao 98, Bim-Bcl-B -4, GSH fluor 33, Bcl-XL Bim block -10, Bim-Bfl-1 -1, Avidin bead fluor 8, RGS4-Gao reg 94 and Bcl-2 Bim block -5.
For Cc1cc2oc(=O)cc(CN3CCN(S(=O)(=O)c4ccc5c(c4)OCCO5)CC3)c2cc1C the results were ABCG2 inh 3, Bim-Bcl-W 5, ABCB1 block 1.1, RGS7-Gao 108, Bim-Bcl-B -9, GSH fluor 58, Bcl-XL Bim block -7, Bim-Bfl-1 -10, Avidin bead fluor 11, RGS4-Gao reg 111 and Bcl-2 Bim block -9.
COc1ccc(NC(=O)C(CC(C)C)NC(=O)C2CCC(C)CC2)c(OC)c1 (stereo unspecified) was read as ABCG2 inh 0, Bim-Bcl-W -2, ABCB1 block 0.7, RGS7-Gao 109, Bim-Bcl-B 0, GSH fluor 11, Bcl-XL Bim block 0, Bim-Bfl-1 -1, Avidin bead fluor 12, RGS4-Gao reg 111 and Bcl-2 Bim block -3.
Screening Cc1ccc(NC(NC(=O)c2cccnc2)C(Cl)(Cl)Cl)cc1 (stereo unspecified) returned ABCG2 inh 4, Bim-Bcl-W -3, ABCB1 block 1.9, RGS7-Gao 104, Bim-Bcl-B -4, GSH fluor 16, Bcl-XL Bim block -6, Bim-Bfl-1 -8, Avidin bead fluor 16, RGS4-Gao reg 104 and Bcl-2 Bim block -4.
For COc1ccc(N2CCN(CCCNC(=O)C3(S(=O)(=O)c4ccc(Cl)cc4)CC3)CC2)cc1 the results were ABCG2 inh 6, Bim-Bcl-W 0, ABCB1 block 2.3, RGS7-Gao 103, Bim-Bcl-B -7, GSH fluor 33, Bcl-XL Bim block -9, Bim-Bfl-1 -11, Avidin bead fluor 16, RGS4-Gao reg 105 and Bcl-2 Bim block -10.
`CC(C)(C)c1cc(C(F)(F)F)n2ncc(-c3ccccc3)c2n1` gave ABCG2 inh 3, Bim-Bcl-W -4, ABCB1 block 0.1, RGS7-Gao 98, Bim-Bcl-B -3, GSH fluor 17, Bcl-XL Bim block -4, Bim-Bfl-1 -8, Avidin bead fluor 8, RGS4-Gao reg 99 and Bcl-2 Bim block -2.

By substructure: the entries above with a Cl atom
O=C(NCc1cccnc1)c1ccc(-c2cc(Cl)ccc2Cl)o1 was read as ABCG2 inh 3, Bim-Bcl-W -4, ABCB1 block 0.8, RGS7-Gao 101, Bim-Bcl-B -6, GSH fluor 26, Bcl-XL Bim block -4, Bim-Bfl-1 -4, Avidin bead fluor 11, RGS4-Gao reg 101 and Bcl-2 Bim block -2.
CCc1nnc(NC(=O)CCNC(=O)c2ccccc2Cl)s1 was read as ABCG2 inh 12, Bim-Bcl-W 0, ABCB1 block 1.1, RGS7-Gao 99, Bim-Bcl-B -3, GSH fluor 10, Bcl-XL Bim block 1, Bim-Bfl-1 1, Avidin bead fluor 12, RGS4-Gao reg 100 and Bcl-2 Bim block 3.
O=C(CC1NC(=O)NC1=O)Nc1ccc(Cl)cc1 (stereo unspecified) was read as ABCG2 inh 0, Bim-Bcl-W -2, ABCB1 block 0.3, RGS7-Gao 112, Bim-Bcl-B -2, GSH fluor 11, Bcl-XL Bim block -1, Bim-Bfl-1 -3, Avidin bead fluor 18, RGS4-Gao reg 103 and Bcl-2 Bim block -1.
Screening Cc1ccc(NC(NC(=O)c2cccnc2)C(Cl)(Cl)Cl)cc1 (stereo unspecified) returned ABCG2 inh 4, Bim-Bcl-W -3, ABCB1 block 1.9, RGS7-Gao 104, Bim-Bcl-B -4, GSH fluor 16, Bcl-XL Bim block -6, Bim-Bfl-1 -8, Avidin bead fluor 16, RGS4-Gao reg 104 and Bcl-2 Bim block -4.
For COc1ccc(N2CCN(CCCNC(=O)C3(S(=O)(=O)c4ccc(Cl)cc4)CC3)CC2)cc1 the results were ABCG2 inh 6, Bim-Bcl-W 0, ABCB1 block 2.3, RGS7-Gao 103, Bim-Bcl-B -7, GSH fluor 33, Bcl-XL Bim block -9, Bim-Bfl-1 -11, Avidin bead fluor 16, RGS4-Gao reg 105 and Bcl-2 Bim block -10.

An unsorted share of the library (roughly 1.3% active in at least one column).
